# Assay outcomes deposited in PubChem BioAssay by several laboratories.
# Vif imaging – inhibitors of HIV Vif; HEK293T cells, Vif self-association by quenched fluorescence, imaging, 24 h; inhibition, % at 7.49 µM; actives 0.35% (n = 340,000); AID 602346; in the data active = inhibition above about 50%, passing the limit was not always enough; note: some results filed as inactive read as strong as hits
# iPSC survival up – hiPSC single-cell survival enhancement. ATPlite luminescence; 100% = ROCK inhibitor wells, 0% = DMSO. survival enhancement, % at 20 µM. actives 0.044% (n = 360,000). AID 602274; in the data active = survival enhancement above about 18%;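 note: cells exposed to compounds for 16 hours before the ATP read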
# PDI turbidity – inhibitors of human protein disulfide isomerase. PDI insulin aggregation turbidity, A650, 90 min. inhibition, % at 10 µM. actives 0.052% (n = 350,000). AID 588391;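 active = mean inhibition across replicates of 30% or more, whatever share of single replicates reach that level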;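 note: absorbance from insulin aggregation driven by PDI reduction with DTT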
# Target sequence (P07237 whole entry, looked up): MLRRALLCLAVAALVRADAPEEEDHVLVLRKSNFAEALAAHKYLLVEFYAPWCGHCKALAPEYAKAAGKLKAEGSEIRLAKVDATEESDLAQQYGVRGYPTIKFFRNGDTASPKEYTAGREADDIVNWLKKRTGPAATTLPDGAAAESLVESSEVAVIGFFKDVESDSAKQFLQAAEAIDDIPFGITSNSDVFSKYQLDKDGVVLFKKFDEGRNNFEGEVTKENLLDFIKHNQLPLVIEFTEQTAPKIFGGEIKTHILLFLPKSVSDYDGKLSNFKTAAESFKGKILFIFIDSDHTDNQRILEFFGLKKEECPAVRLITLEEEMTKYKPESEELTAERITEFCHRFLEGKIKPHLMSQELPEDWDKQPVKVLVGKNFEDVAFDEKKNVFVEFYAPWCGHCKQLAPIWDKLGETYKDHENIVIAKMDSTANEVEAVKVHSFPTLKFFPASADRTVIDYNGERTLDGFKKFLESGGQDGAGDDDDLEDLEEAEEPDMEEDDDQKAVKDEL
# H9c2 protect – protects H9c2 cardiomyocytes from peroxide injury; H2O2 injury protection, ATPLite, 2 h; protection from H2O2 cell death, % at 20 µM; actives 0.63% (n = 360,000); AID 588492;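 active = compounds giving at least 50% protection of heart cells from peroxide-induced death in the single-dose screen, raw or plate-pattern-corrected value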;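 note: 0% = DMSO wells with peroxide and 100% = DMSO wells without peroxide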
# ABCB6 inh 2 – inhibitors of human ABC transporter ABCB6; K562-ABCB6 porphyrin accumulation, flow cytometry, 1 h; hits give low values; fluorescence ratio to DMSO, % at 10 µM; Q9NP58; AID 602162; actives 0.19% (n = 360,000);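 active = fluorescence ratio to DMSO below 75%, the collection mean minus 3 SD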;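 note: signal is porphyrin accumulated inside mitochondria; 100% equals median channel fluorescence of DMSO control wells; lower ratio means ABCB6 inhibition with less porphyrin fluorescence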
# m5-HT2A agonist – agonists of mouse serotonin 5-HT2A receptor (HTR2A) | P35363 | CHO-K1 mHTR2A beta-arrestin complementation, luminescence; percent of 30 µM serotonin response | activation, % at 7.6 µM | actives 0.66% (n = 360,000) | AID 624169;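 active = activation above a run cutoff, the mean activation of all tested compounds plus 3 SD, cut at about 14% in these data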;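 note: 0% = plate median of compound wells and 100% = 30 µM serotonin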
# Target sequence (P35363 whole entry, looked up): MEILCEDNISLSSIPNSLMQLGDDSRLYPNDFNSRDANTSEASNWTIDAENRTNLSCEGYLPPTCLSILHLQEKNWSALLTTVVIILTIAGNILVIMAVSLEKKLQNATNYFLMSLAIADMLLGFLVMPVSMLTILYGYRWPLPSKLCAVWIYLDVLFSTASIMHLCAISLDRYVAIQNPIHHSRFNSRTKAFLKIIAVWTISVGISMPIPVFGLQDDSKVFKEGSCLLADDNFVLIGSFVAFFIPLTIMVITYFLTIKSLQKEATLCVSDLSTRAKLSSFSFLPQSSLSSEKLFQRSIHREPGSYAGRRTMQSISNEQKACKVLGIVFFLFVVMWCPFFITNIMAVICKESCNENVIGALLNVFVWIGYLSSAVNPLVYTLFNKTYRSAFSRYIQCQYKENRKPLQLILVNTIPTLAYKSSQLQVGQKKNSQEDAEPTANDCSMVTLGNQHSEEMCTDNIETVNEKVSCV
# N-glyco inh – blocks N-linked glycosylation in D54 reporter cells | D54 ERlucT glycosylation luciferase reporter, 24 h; percent of 100 nM tunicamycin response | actives 0.23% (n = 360,000) | reporter increase, % at 12.5 µM;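 active = mean luciferase reporter signal, scaled so untreated is 0 and the glycosylation-blocking control 100, at or above a set limit in every replicate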;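 note: luciferase carries N-glycosylation sites so blocking glycosylation raises the light; 0% = median of neutral control wells and 100% = median of 100 nM tunicamycin wells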
# aDG glyco act – increases alpha dystroglycan glycosylation. Pro5-aDG cells, alpha-DG glycosylation AlphaScreen (IIH6); 0% Pro5, 100% B10-LARGE cell signal. activation, % at 10 µM. actives 0.22% (n = 360,000). AID 624168;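 active = activation of at least 8% versus controls, or a plate z-score of at least 8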;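 note: Pro5 are CHO cells carrying HIG-tagged alpha-DG that lacks glycosylation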
# CaV13 ICDI inh – Primary screen for inhibitors of IQ motif and Ca2+-dependent inactivation inhibitor domain binding in CACNA1D, Förster resonance energy transfer in living cells, …; actives 0.098% (n = 340,000); HEK cells, CFP/YFP FRET ICDI-IQ, plate reader, 10 min; percent FRET-ratio fall versus neutral wells; inhibition, % at 12.3 µM;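 active = mean replicate inhibition of at least 30% and at least 1% of replicates passing that level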;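 note: 0% = median of the neutral control wells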
# Granule exo inh – blocks lytic granule exocytosis; inhibition, % at 10 µM; actives 0.66% (n = 360,000); TALL-104 LAMP-1 surface exposure, flow cytometry; cells stimulated with thapsigargin and PMA;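 active = inhibition above about 55%, limit read from the data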
# An asterisk follows results filed as active; . = not tested or not shown. Outcome played no part in choosing rows. About 3.1% of those tested had a hit in this group.
SMILES,Vif imaging,iPSC survival up,PDI turbidity,H9c2 protect,ABCB6 inh 2,m5-HT2A agonist,N-glyco inh,aDG glyco act,CaV13 ICDI inh,Granule exo inh
CCc1noc(C)c1C(=O)Nc1cc(S(=O)(=O)N2CCOCC2)ccc1OC(C)C,.,-0.3,-1,5,95,-3,2,-0.4,-4,3
CN(C(=O)COC(=O)c1ccc2c(c1)OCO2)C1CCS(=O)(=O)C1 (stereo unspecified),15,-1.6,-2,11,96,5,1,-0.1,.,-1
COc1ccc(N/N=C(C)/C(=N/O)C(=O)Nc2ccccc2)cc1,11,-0.3,5,-11,98,1,2,0.1,-4,9
O=C(C1COc2ccccc2O1)N1CCN(S(=O)(=O)c2cc(F)ccc2F)CC1 (stereo unspecified),-2,-0.1,12,12,94,9,0,0.0,-5,0
CCOc1cc(S(=O)(=O)NCCc2ccc(OC)c(OC)c2)c(OCC)cc1-n1cnnn1,-4,1.8,-1,-3,103,0,1,0.0,.,0
Cc1ccc(OCCC(=O)OCC(=O)NCCNC(=O)COC(=O)CCOc2ccc(C)cc2)cc1,.,2.6,-2,3,111,-3,1,0.1,-5,-2
CC(Sc1nc2cc([N+](=O)[O-])ccc2n1-c1ccc(F)cc1)C(=O)NCc1ccc2c(c1)OCO2 (stereo unspecified),-1,0.5,4,17,100,0,0,-0.2,-4,88*
Cc1c(C(=O)Nc2ccc(S(=O)(=O)NCC3CCCO3)cc2)cccc1[N+](=O)[O-] (stereo unspecified),-2,0.4,6,-6,93,6,0,0.3,6,0
Cc1cc(NS(=O)(=O)c2ccc(NC(=O)CSc3nc4sc(C(=O)O)c(C)c4c(=O)[nH]3)cc2)no1,-1,0.4,-8,5,95,2,2,-0.1,-5,1
CC(=O)c1cccc(CN2CCC(C(=O)Nc3cccc(-c4ccn[nH]4)c3)CC2)c1,2,-0.1,-1,10,99,-11,-4,-0.6,-5,3
Cc1ccc(C)c(NC(=O)CSc2nc3nc(-c4cccs4)cc(C(F)(F)F)c3c(=O)[nH]2)c1,-14,1.3,-3,-11,95,-2,1,0.0,-6,0
CCOC(=O)N(C)C[C@H]1OCc2cn(nn2)CCCC(=O)N([C@H](C)CO)C[C@@H]1C,-1,3.2,3,-4,99,1,-1,0.0,-2,0
O=C(NCCNC(=O)c1cnccn1)c1cccc(Cl)c1,-53,-0.5,-2,-5,100,0,0,0.0,-3,-10
CC1CC(C)CN(C(=O)C2CCCN(S(=O)(=O)c3cccc4nonc34)C2)C1 (stereo unspecified),-6,1.3,-5,2,111,3,1,0.1,-2,-4
O=C(NCc1ccccn1)c1nn(-c2ccccc2)c(=O)c2ccccc12,1,0.2,5,20,91,-7,0,-0.1,0,2
O=c1c2ccccc2sc2c(CO)ccc(NCCN3CCCCC3)c12,-11,-1.5,2,-4,98,-10,17,-0.2,-7,34
N#CC(C#N)=C1C=CC=CN1/C(=C\c1ccco1)C(=O)c1ccccc1,27,-2.7,16,-14,108,-6,-16,-0.4,-3,45
COC(=O)c1cccc(NC(=O)c2cccnc2)c1,7,-0.7,0,4,99,0,7,-0.2,.,-7
CC(Nc1nc(-c2cccnc2)nc2ccccc12)c1ccc(F)cc1 (stereo unspecified),-14,-0.2,5,2,92,-3,24,0.3,-7,65*
O=C(CSCc1ccccc1Cl)N/N=C/c1ccco1,12,0.3,2,6,92,-3,-2,-0.3,-5,1
C#Cc1ccc([C@@H]2C=C(C(=O)N3CCOCC3)O[C@H](OCc3ccc(CO)cc3)C2)cc1,1,2.3,0,-2,97,0,-1,-0.1,-5,0
CCc1ccc(NC(=O)CN2CCCN(S(=O)(=O)c3ccc(F)cc3)CC2)cc1,11,-0.4,10,0,161,0,-2,0.1,-3,12
O=C(O)c1cccc(C(=O)Nc2cccc(NC(=O)C3CCCO3)c2)c1 (stereo unspecified),3,-0.4,12,-2,99,-7,1,-0.4,-5,-1
Cc1nnc(NCc2ccccc2)c2ccccc12,-7,-0.6,-2,6,100,2,0,0.1,-1,3
CC(C)Cn1c(=S)[nH]c2cc(C(=O)O)ccc2c1=O,8,0.1,11,0,100,2,1,0.0,-2,0
CCN=C1SC(CC(=O)Nc2ccccc2OCC)C(=O)N1CC (stereo unspecified),-7,1.4,-4,2,101,4,-2,0.1,-9,1
Cc1ccc(-c2csc(NC(=O)c3cccc(N4C(=O)CCC4=O)c3)n2)o1,-8,-1.4,-13,-6,91,2,2,0.2,.,2
C#CC(C)(CC)NC(=O)c1cc2cccc(CC=C)c2oc1=O (stereo unspecified),-5,-0.2,3,9,97,1,1,-0.1,-4,-25
CCCCc1c(-c2ccccc2OC)ncn1CCc1cccc(OC)c1,.,-0.8,.,.,121,-4,.,1.4,-9,8
O=[N+]([O-])c1cc(F)cc(F)c1Nc1cc(F)cc(F)c1,-2,0.7,-3,-10,94,7,0,0.0,-5,-1

# Laid out differently: results already given.
# Each structure is followed by: Vif imaging	iPSC survival up	PDI turbidity	H9c2 protect	ABCB6 inh 2	m5-HT2A agonist	N-glyco inh	aDG glyco act	CaV13 ICDI inh	Granule exo inh
O=C(NCCNC(=O)c1cnccn1)c1cccc(Cl)c1
→ -53	-0.5	-2	-5	100	0	0	0.0	-3	-10
CC1CC(C)CN(C(=O)C2CCCN(S(=O)(=O)c3cccc4nonc34)C2)C1 (stereo unspecified)
→ -6	1.3	-5	2	111	3	1	0.1	-2	-4
O=C(NCc1ccccn1)c1nn(-c2ccccc2)c(=O)c2ccccc12
→ 1	0.2	5	20	91	-7	0	-0.1	0	2
O=c1c2ccccc2sc2c(CO)ccc(NCCN3CCCCC3)c12
→ -11	-1.5	2	-4	98	-10	17	-0.2	-7	34

# Additional structures:
SMILES,Vif imaging,iPSC survival up,PDI turbidity,H9c2 protect,ABCB6 inh 2,m5-HT2A agonist,N-glyco inh,aDG glyco act,CaV13 ICDI inh,Granule exo inh
O=C(CSc1ccccc1)Nc1cccc(S(=O)(=O)N2CCCC2)c1,-6,-1.5,-3,5,92,2,1,0.1,-5,2
COc1cccc(-c2cccc(-c3nc(C(=O)NCc4ccc5c(c4)OCO5)cc4c3[C@H](CCO)N(S(=O)C(C)(C)C)C4)c2)c1 (stereo partly specified),.,6.5,.,21,109,-7,1,-0.4,-7,0
CCc1ccc(-n2cc(-c3ccc([N+](=O)[O-])cc3)[nH]c2=S)cc1,-10,-0.7,2,-1,96,-2,1,0.0,-4,2
CCn1ccc(C(=O)Nc2c(C)nn(Cc3c(F)c(F)c(F)c(F)c3F)c2C)n1,-3,-2.1,-4,-5,97,4,2,0.1,-15,-4
O=C(c1cccnc1)C1CCCN(Cc2nc(Cc3ccccc3)no2)C1 (stereo unspecified),-6,-0.3,6,-2,84,0,0,0.1,-3,0
Cc1cc(O)ccc1Nc1cc(-c2cccc(N)c2)ncn1,-4,-0.2,4,4,101,-3,3,-0.2,-6,0
O=C(CN1C(=O)S/C(=C\C=C\c2ccccc2)C1=O)NC1CCS(=O)(=O)C1 (stereo unspecified),-6,0.0,6,-10,99,7,0,-0.1,-2,7
CC(C)NC(=O)Nc1ccc(Br)cc1Cl,0,0.6,8,-11,100,2,-1,0.3,-6,0
COc1ccc(Cn2c(=O)oc3ccccc32)cc1,4,4.0,10,4,102,1,2,0.0,-18,1
COc1ccc(NS(=O)(=O)/C=C/c2ccccc2)cc1,4,0.0,3,-8,143,0,1,0.3,-5,-4
CN(C)NC(=O)c1ccc([N+](=O)[O-])s1,-8,-0.1,-2,-2,98,7,5,0.1,-4,2
O=S(=O)(/N=C(/Nc1cccc2ccccc12)c1ccccc1)c1cccs1,-2,8.1,-2,-16,100,6,-3,0.4,.,-2
CNc1nc(C)c([N+](=O)[O-])c(Nc2ccc(OC)cc2)n1,-1,0.3,-1,7,94,-2,-2,0.1,-5,7
C=CCc1cc(C)ccc1OCCOCCN1CCN(C)CC1,4,0.2,9,17,96,-3,-2,0.1,-21,8
O=C(N=C1SC2CS(=O)(=O)CC2N1c1ccc(Br)cc1)C1CCCO1 (stereo unspecified),5,2.0,-5,7,101,2,1,0.0,-7,-1

# Some entries already given, limited to Granule exo inh, ABCB6 inh 2 and aDG glyco act.
compound | Granule exo inh | ABCB6 inh 2 | aDG glyco act
O=C(O)c1cccc(C(=O)Nc2cccc(NC(=O)C3CCCO3)c2)c1 (stereo unspecified) | -1 | 99 | -0.4
CC(Nc1nc(-c2cccnc2)nc2ccccc12)c1ccc(F)cc1 (stereo unspecified) | 65* | 92 | 0.3
COc1ccc(Cn2c(=O)oc3ccccc32)cc1 | 1 | 102 | 0.0
COc1ccc(N/N=C(C)/C(=N/O)C(=O)Nc2ccccc2)cc1 | 9 | 98 | 0.1
Cc1cc(O)ccc1Nc1cc(-c2cccc(N)c2)ncn1 | 0 | 101 | -0.2
O=C(NCc1ccccn1)c1nn(-c2ccccc2)c(=O)c2ccccc12 | 2 | 91 | -0.1

# Continued:
SMILES,Vif imaging,iPSC survival up,PDI turbidity,H9c2 protect,ABCB6 inh 2,m5-HT2A agonist,N-glyco inh,aDG glyco act,CaV13 ICDI inh,Granule exo inh
CC(=O)NC(Cc1ccc(C)cc1)C(=O)NC1CCN(C(=O)NCc2ccccc2)CC1 (stereo unspecified),5,-0.6,6,7,102,0,2,-0.1,-4,24
Clc1cccc(Cl)c1NC1=NCCC1,-6,7.6,17,7,90,5,-1,-0.2,-5,-1
NC(=O)COC(=O)[C@H](Cc1ccccc1)NS(=O)(=O)c1ccc2c(c1)OCCO2,-6,0.1,-5,6,98,3,0,-0.1,-6,0
CCCS(=O)(=O)c1c(S(=O)(=O)CCC)c2ccc(C(C)=O)cn2c1C(=O)OC,0,-1.0,-8,6,101,5,3,-0.2,-5,0
O=C(CS(=O)(=O)c1ccccc1)Nc1cccnc1,-4,-0.5,4,10,92,9,1,-0.1,-3,-1
Cc1c(Cl)ccc(S(=O)(=O)Nc2cccnc2)c1Cl,.,-0.5,-11,5,99,3,0,-0.1,-3,-8
O=C(O)C1CCCCC1C(=O)NC1C2CC3CC(C2)CC1C3 (stereo unspecified),14,-0.1,-8,5,87,5,2,0.0,1,-2
c1ccc2[nH]c(CCCCc3nc4ccccc4[nH]3)nc2c1,-6,-1.0,2,9,94,-7,1,0.1,-3,-12
O=C(Nc1nnc(CCc2ccccc2)s1)c1ccco1,6,-0.1,13,6,98,-1,1,-0.1,-5,-1

# 2 entries from above, with tabs.
Molecule	Vif imaging	iPSC survival up	PDI turbidity	H9c2 protect	ABCB6 inh 2	m5-HT2A agonist	N-glyco inh	aDG glyco act	CaV13 ICDI inh	Granule exo inh
CCCS(=O)(=O)c1c(S(=O)(=O)CCC)c2ccc(C(C)=O)cn2c1C(=O)OC	0	-1.0	-8	6	101	5	3	-0.2	-5	0
O=C(O)C1CCCCC1C(=O)NC1C2CC3CC(C2)CC1C3 (stereo unspecified)	14	-0.1	-8	5	87	5	2	0.0	1	-2
